# Screening results from PubChem BioAssay.
# IMP-1 inhibitor = inhibitors of Pseudomonas aeruginosa IMP-1 metallo-beta-lactamase. AID 1556. purified IMP-1, nitrocefin hydrolysis, epi-absorbance fluorescence. hit rate 0.45% among 290,000. inhibition, % at 5.6 µM;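 active = inhibition above the mean plus 3 SD of all compounds in the same screening run, cut at about 4.5% in these data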;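 note: 0% = IMP-1 with DMSO and 100% = DMSO wells lacking enzyme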
#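 assay system = purified recombinant IMP-1 metallo-beta-lactamase enzyme | schedule = 15 min preincubation plus 25 min reaction at 25 °C | signal = Epi-absorbance fluorescence, 480 nm excitation, 530 nm emission | read-out basis = percent inhibition from optical density relative to buffer-blank wells | controls = IMP-1 with DMSO as 0%, enzyme-free DMSO as 100%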
# VIM-2 inh = inhibitors of Pseudomonas aeruginosa VIM-2 metallo-beta-lactamase; purified VIM-2, nitrocefin hydrolysis, epi-absorbance fluorescence; inhibition, % at 5.6 µM; hit rate 0.89% among 290,000;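 active = inhibition above the mean of all tested compounds plus 3 SD, cutoff set per screening run, cut at about 7.5% in these data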;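 note: red hydrolysis product quenches plate fluorescence so inhibitors raise well fluorescence; 0% = enzyme with DMSO and 100% = DMSO without enzyme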
# IDE act = boosts human insulin-degrading enzyme activity in HEK cells; P14735; FAbeta-B cleavage, fluorescence polarization; 0% vehicle, 100% cell-free pure enzyme wells; activation, % at 5.96 µM; hit rate 0.073% among 340,000; AID 493087;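 active = activation above the mean of all tested compounds plus 3 SD, set per screening campaign, cut at about 17% in these data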
# FID counter = fluorescent intercalator displacement, NS3 helicase counter-screen. DNA fluorescent intercalator displacement, fluorescence. inhibition, % at 7.9 µM. hit rate 0.17% among 290,000. AID 1845; in the data active = inhibition above about 37%;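 note: 0% = vehicle and 100% = reference compound; higher means more ethidium bromide displaced from hairpin DNA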
# NS3 helicase inh = HCV NS3 helicase inhibition | NS3 helicase DNA unwinding, Cy5 molecular beacon fluorescence | inhibition, % at 10.9 µM | hit rate 0.56% among 290,000 | AID 1800;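 active = inhibition above the mean of all tested compounds plus 3 SD, set per campaign, cut at about 35% in these data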;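 note: 0% = DMSO wells and 100% = thioflavine S control wells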
#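 System: HCV NS3 helicase fragment; control set: DMSO and thioflavine S; technique: Cy5 fluorescence at 0 and 60 min, beacon hairpin quenching; reagent: beacon DNA duplex substrate plus ATP; replicates: singlicate; schedule: 1 h reaction at 25 °C, ATP-initiated; medium: MOPS buffer pH 6.5 with MgCl2, DTT, Tween20, BSA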
# IDE cell inh = cellular human IDE inhibition; hit rate 0.41% among 320,000; AID 434962; P14735; HEK cells, FAbetaB cleavage, fluorescence polarization; inhibition, % at 5.59 µM;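 active = percent inhibition above the average of all tested compounds plus 3 SD, set per screening campaign, cut at about 16% in these data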;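 note: IDE supplied by intact live HEK cells; FP after avidin binding of uncleaved biotin substrate so inhibition keeps polarization high; 0% = DMSO wells and 100% = 60 µM reference IDE inhibitor Ii1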
# M18AAP inhibitor = blocks P. falciparum M18 aspartyl aminopeptidase. recombinant PfM18AAP, H-Glu-NHMec fluorogenic cleavage. inhibition, % at 7.35 µM. hit rate 1.2% among 290,000;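 active = inhibition above the campaign mean inhibition over all tested compounds plus 3 SD, cut at about 28% in these data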;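 note: 0% = plate median of test compound wells and 100% = 2 mM ZnCl2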
# UBC9 SUMO inh = inhibitors of human SUMOylation (UBC9). inhibition, % at 35 µM. HTRF SUMOylation assay, SAE1/SAE2 + UBC9, in vitro. P63279. hit rate 0.36% among 290,000; in the data active = inhibition above about 50%, passing the limit was not always enough; note: strong numbers were not always called active
# Target sequence (P63279 whole entry, looked up): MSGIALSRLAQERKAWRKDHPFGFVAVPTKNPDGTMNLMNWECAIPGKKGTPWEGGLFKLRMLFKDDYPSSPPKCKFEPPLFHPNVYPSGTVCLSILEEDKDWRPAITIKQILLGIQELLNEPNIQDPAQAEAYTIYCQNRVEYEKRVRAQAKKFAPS
# p-CIP stab down = compounds decreasing mouse p/CIP protein stability; hit rate 0.01% among 290,000; F442A p/CIP-EGFP cells, EGFP fluorescence, 16 h; decrease of EGFP signal, % at 10 µM; Q05BA5;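 active = EGFP signal decrease of at least 30% at 10 µM or well 3 SD below plate mean, unless failing retest; inactive = the rest, including hits failing retest or dose response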; note: some compounds called inactive have numbers as strong as hits; many of its hits are not listed in these tables
# Starred values were filed as active, the others as inactive; nt = not tested or not shown.
molecule	IMP-1 inhibitor	VIM-2 inh	IDE act	FID counter	NS3 helicase inh	IDE cell inh	M18AAP inhibitor	UBC9 SUMO inh	p-CIP stab down
CC(=O)Nc1cc2c(cc1NC(=O)Cn1nc(-c3ccccc3)ccc1=O)OCCO2	-3.0	-1.2	-2	-24	-2	2	11	-11	-27
O=C(NC(=S)Nc1ccc2oc(=O)ccc2c1)c1cc2ccccc2o1	-3.1	-1.3	-3	0	-1	-2	3	-24	11
CCN1CCN(c2c(S(=O)(=O)c3ccc(C)c(C)c3)cnc3ccc(F)cc23)CC1	-1.2	1.0	-2	12	-14	2	-3	11	-3
Cc1ccnc(NC2CCCCC2)c1	-0.6	-0.5	4	-4	-3	4	-3	0	5
O=C(NCCNC(=O)c1ccccc1O)c1ccccc1O	-1.8	0.1	1	0	0	0	-1	2	2
Cc1nc2ccccn2c1C(=O)N/N=C/c1ccccc1[N+](=O)[O-]	-1.4	-0.7	-2	1	8	-5	-2	-1	-10
O=C(Nc1nnc(S(=O)(=O)N2CCCC2)s1)c1ccccc1F	-2.9	-2.4	4	-13	11	-1	3	4	-6
O=C(Cn1c2[n+](c3ccc(C(F)(F)F)cc31)CCCCC2)Nc1c(F)cccc1F	-2.6	-1.8	3	17	-9	0	-2	6	-12
Fc1ccc(Cn2ccc(-c3cnc(-c4ccccc4)s3)n2)cc1	-1.5	-1.0	2	-8	2	2	1	-12	-4
Cc1ccc(CN2CCN(Cc3c(C)nn(C(C)C)c3C)CC2CCO)o1 (configuration not stated)	-2.1	-3.1	4	-10	0	0	6	-9	11
CCOC(=O)C1CCN(Cc2ccccc2C)CC1	-1.2	-3.8	-2	2	-4	1	13	-4	4
CC(C)CC(=O)N1CCC(O)(CS(=O)(=O)c2ccc(Cl)c(Cl)c2)CC1	-2.9	-2.4	0	-13	8	-3	-4	5	-6
Cc1cccc(OCc2ccc(C(=O)Nc3cc(C)on3)o2)c1	0.4	1.0	3	-13	-2	1	-3	-1	-20
COc1ccc(C(C)C)cc1S(=O)(=O)N1CCN(c2ccccc2)CC1	-0.9	-1.2	2	-8	2	-2	0	-18	-8
CN(C(=O)CCc1nnc(Cc2ccc(-c3ccccc3)cc2)o1)C1CCOCC1	-3.1	-1.6	-25	-15	1	14	-2	12	-18
CCCCNC(=O)Cn1nc(-c2ccc(C)cc2)ccc1=O	-2.1	-2.3	1	-15	1	nt	1	-3	8
CCN(CCCNC(=O)c1[nH]c(C)c(C(C)=O)c1C)c1ccccc1	-3.5	-3.3	-2	-10	2	1	11	7	-9
O=C(CSc1ccc(-c2ccccn2)nn1)Nc1ccc(F)c(F)c1	-3.9	-3.5	-4	-8	-87	-2	15	10	-11
COc1cc(NC(=O)c2cccnc2Sc2ccc(C)c(C)c2)cc(OC)c1OC	-2.5	-1.9	1	-7	-14	2	-10	5	0
CCC1C/C(=C/c2ccco2)C(=O)/C(=C/c2ccco2)C1 (configuration not stated)	1.5	0.3	nt	-20	46*	-5	18	32	-11
NC(Cc1ccc2nonc2c1)C(=O)O (configuration not stated)	-7.2	-4.9	4	0	-16	-1	2	1	-6
CC(=O)c1ccc(NC(=O)c2cc3ccccc3o2)cc1	-4.0	0.7	0	-13	-2	0	-1	-5	-4
O=C(NNC(=O)c1ccncc1)Nc1cccc([N+](=O)[O-])c1	-1.3	-1.2	1	-2	-12	1	-4	11	0
O=c1c2ccccc2nc2n1CCS2(=O)=O	-3.8	-2.6	nt	-3	-4	2	0	7	-14
COc1ccc(C(=O)/C=C2\NCCc3cc(OC)c(OC)cc32)cc1OC	-2.6	3.0	-2	-12	-2	5	-4	14	10
CCCCCCCc1n[nH]c(=S)n1Cc1ccccc1	-3.0	-1.2	-3	-36	4	2	-1	9	-1
CCc1nc2cc(Cl)c(Cl)cc2[nH]1	-1.8	-2.1	3	-2	-4	-3	-8	17	-5
CC(=O)c1ccc(NC(=O)CSc2ccsc2[N+](=O)[O-])cc1	-1.6	-5.8	4	1	3	nt	3	44	-14
CCc1ccc(CNCc2ccc(F)cc2)cc1	-2.5	-0.5	1	8	1	-3	-1	-8	-1
COc1cc2nc(C3CCC3)n(NC(=O)c3ccco3)c(=O)c2cc1OC	-3.0	-7.6	-2	-3	3	3	5	12	-5
CCOc1ccc(NC(=O)CN2CCN(CC(=O)Nc3ccc4c(c3)OCO4)CC2)cc1	-1.9	-0.3	4	-7	-2	1	0	10	2
COc1cccc(NC(=O)N2CCN(S(C)(=O)=O)CC2)c1	-1.5	-3.5	4	-2	10	3	-6	9	-4
CCCOC(=O)Nc1ccc(C(N)=O)cc1	-1.5	-1.3	-2	-2	-13	2	-3	9	-17
CC(C)NC(=O)c1ccc2c(=O)n(C3CCCC3)c(=S)[nH]c2c1	-2.5	-2.8	1	-2	7	0	1	21	12
CC(=O)c1cc2c(cc1NC(=O)CN1CCCCCC1)OCO2	-1.7	0.2	5	1	10	-3	3	1	-11
Cc1cccc(OC(C)C(=O)Nc2ccc(S(=O)(=O)N3CCCC3)cc2)c1 (configuration not stated)	-3.0	-2.2	0	-31	-5	-3	-2	-10	2
COc1cccc(NC(=O)CN(C)C(=O)c2c(-c3ccccc3)noc2C)c1	-1.6	-2.5	3	-23	1	-4	-2	0	-11
CCn1c(SCC(=O)O)nnc1-c1ccc2[nH]c(C)c(C)c2c1	-4.2	-1.1	1	-13	3	-2	-2	-14	1
O=C(Nc1ccc(F)c(Cl)c1)c1cc(-c2ccco2)on1	-1.0	-1.7	1	-2	6	-8	7	6	3
Cn1cc(CN2CCCC(CNC(=O)c3ccc4c(c3)OCO4)C2)c2ccccc21 (configuration not stated)	-1.6	-4.8	-1	19	-7	-1	4	0	-2
CC(C)NC(=O)NC(=O)CN1c2cccc3cccc(c23)S1(=O)=O	-1.4	-1.6	-2	-18	5	0	0	32	-15
COc1ccc(C2CC(=O)c3sc(NC(C)=O)nc3C2)cc1 (configuration not stated)	-3.1	-3.7	0	-1	8	0	6	-6	-1
COc1cccc2cc3c(=O)oc4ccccc4c3nc12	0.6	3.7	5	0	15	4	9	27	2
Cc1ccc2c(c1)N(CC(=O)N1CCN(c3nc4ccccc4s3)CC1)C(=O)C(C)O2 (configuration not stated)	-1.7	-1.8	-14	-33	-5	9	8	-1	1
CC(C)(C)c1nnc2sc(SCC(=O)N3CCCc4ccccc43)nn2c1=O	-1.3	-0.3	0	-30	1	5	-2	5	1
Cc1nn(C)c(C(=O)N2CCN(C(=O)c3ccco3)CC2)c1[N+](=O)[O-]	-3.4	-2.2	2	-4	6	0	-5	-3	3
COc1ccc2c(c1)c(=O)cc(-c1ccccc1)n2C	-2.4	-2.9	-1	-5	14	13	-3	19	-13
COc1ccc(CC(=O)Nc2ccc(C(=O)NCC(C)C)cc2)cc1	-3.8	-1.1	2	-12	3	-1	-5	13	-8
COc1ccc(-c2cc3nc4c(c(N5CCC6(CC5)OCCO6)n3n2)CCC4)cc1	-1.3	0.2	4	-9	1	4	0	5	-4
C=CCN1C(=O)C2(OCCCO2)c2cc(CCCC)ccc21	-2.9	-2.5	5	-31	4	1	1	-7	-12
Cc1ccc(C(=O)NN2C(=O)C3C4C=CC([C@@H]3C2=O)C42CC2)cc1 (some centres not stated)	-3.6	-4.0	4	-1	8	7	3	-14	-2
Cc1nc2cc(C(=O)OCC(=O)Nc3cccc(Cl)c3)ccc2n1-c1ccccc1	-1.7	-1.0	2	-14	-15	4	-2	-6	-8
COc1cccc(CNC(=O)CCS(=O)(=O)c2ccc3c(c2)NC(=O)CS3)c1	-3.3	-3.0	-4	-22	4	4	6	9	-1
Cc1nn(CC(=O)NC(C)C)c(C)c1[N+](=O)[O-]	-2.1	-1.2	5	0	0	6	0	14	2
O=C(c1ccc(Cl)cc1)[C@@H]1[C@@H]2C(=O)N(c3cccc4ccccc34)C(=O)[C@@H]2C2c3ccccc3C=NN21 (some centres not stated)	-2.9	-0.2	2	-11	12	7	6	9	-10
Cc1ccc2c(c1)cc(C(=O)N[C@@H](Cc1ccccc1)C(=O)O)n2C	-1.1	-2.0	-2	-33	16	nt	-11	6	6
CCOc1ccccc1N1CC(C(=O)N2CCc3ccccc3C2)CC1=O (configuration not stated)	-1.3	-2.8	1	-24	1	5	-3	9	-1
CC(=O)c1ccc(O)c(CC=C(C)C)c1	nt	nt	4	nt	nt	-4	nt	-18	-1
CCC(Cc1ccccc1)NC(=O)c1ccc2nc(N3CCOCC3)sc2c1 (configuration not stated)	-2.3	-2.4	1	-42	-8	0	3	5	7
COc1ccc(OC)c(C2=C/C(=C/c3ccccn3)C(=O)O2)c1	-0.8	-1.3	-8	-17	-1	9	4	0	0

# (next part)
molecule	IMP-1 inhibitor	VIM-2 inh	IDE act	FID counter	NS3 helicase inh	IDE cell inh	M18AAP inhibitor	UBC9 SUMO inh	p-CIP stab down
O=C(CN(c1ccccn1)S(=O)(=O)c1ccc(F)cc1)Nc1ccc(F)cc1F	-1.6	2.3	2	-6	-5	0	-16	2	-1
Cc1ccc(NC(=O)Cn2nnc(-c3ccc4c(c3)OCO4)n2)cc1F	-2.6	0.6	-2	-3	-10	0	-14	3	-11
O=C1c2[nH]nc(-c3ccccc3O)c2C(c2ccccc2)N1Cc1ccco1 (configuration not stated)	-2.6	-2.5	3	-25	-4	-2	1	-5	6
O=C(C1CCCN(S(=O)(=O)c2ccccc2)C1)N1CCCc2ccccc21 (configuration not stated)	-1.7	-1.6	-3	-24	-9	3	-9	16	-20
Cc1cccc(C(=O)NCCc2csc(C)n2)c1	-4.6	-4.4	-2	-2	10	-1	4	7	-10
CCCCOCCCN1CC(=O)N2C(C)c3[nH]c4ccccc4c3C[C@H]2C1=O (some centres not stated)	-0.8	0.0	5	-36	-16	2	-13	6	-1
CCCn1c(C)cc(/C=C(\C#N)C(=O)OCC(=O)NC(=O)NCC)c1C	-5.3	-2.8	2	-15	-6	-3	-6	12	-14
CCC(=O)NC(c1cccs1)c1cc([N+](=O)[O-])c2cccnc2c1O (configuration not stated)	-3.8	-4.5	-2	-15	-1	4	8	-9	2
COc1cccc(N2CCN(C(=O)c3cccnc3)CC2)c1	-3.2	-0.9	8	0	-3	2	3	0	-5
Clc1ccc(Cl)c2sc(N3CCCC3)nc12	-1.0	-1.6	2	-3	0	0	2	-6	-13
CCOC(=O)C1(CCc2ccccc2)CCN(Cc2cnc(N(C)C)s2)CC1	-2.6	-5.9	6	8	-16	-4	2	9	0
Cc1ccc2cc(CN(CC3CCCO3)C(=O)NC3CCCCC3)c(=O)[nH]c2c1C (configuration not stated)	-2.5	-0.8	3	-22	-3	1	-10	0	-9
c1ccc2c(c1)C(=NC1CCCCC1)NC2=NC1CCCCC1	-2.0	-3.5	2	23	-52	-4	7	11	-7
